Screening data deposited in PubChem by several laboratories.
PPARg SRC1 recr = PPARgamma-driven SRC-1 recruitment agonism; P37231; PPARgamma-SRC-1 coactivator recruitment biochemical assay; AID 631; 0.41% of 200,000 active; activation, % at 8 µM; in the data active = activation above about 19%;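 note: 0% = DMSO and 100% = reference agonist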
STAT3 activator = increases IL-6 driven STAT3 reporter signal; U3A cells, IL-6 STAT3-luciferase reporter, luminescence; 100% = signal with IL-6 EC80 alone; activation (% of control), % at 5.6 µM; 0.91% of 190,000 active; AID 871;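 active = activation above the screen-wide mean of compound activation plus 3 SD, cut at about 130% in these data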;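 note: 0% = background luminescence of wells with medium and substrate only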
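Assay system – human STAT1-deficient U3A cells with stable STAT3-luciferase reporter · Also added – IL-6 (33 ng/mL) · Schedule – compound 1 h, then IL-6 6 h at 37 °C · Technique – reporter luminescence signal · Evaluation – % activation versus median of IL-6-stimulated wells · Benchmarks – IL-6-only wells as 100% reference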
PPARg SRC-2 ag = PPARgamma-driven SRC-2 recruitment agonism; P37231; PPARgamma LBD-SRC-2 recruitment, biochemical; activation, % at 8 µM; 0.34% of 200,000 active; AID 1032; in the data active = activation above about 22%;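 note: 0% = vehicle and 100% = reference agonist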
SRC2 TRFRET art = counter-screen for PPARgamma SRC-2 recruitment agonists: TR-FRET artefact. stronger effect = higher value. TR-FRET ratio at 8 µM. 0.4% of 200,000 active. AID 1049; in the data active = TR-FRET ratio above about 2000; note: inactives centre near 1500
PPARg SRC3 recr = PPARgamma-driven SRC-3 recruitment agonism; P37231; biochemical PPARgamma/SRC-3 coactivator recruitment assay; 0.26% of 200,000 active; activation, % at 8 µM; in the data active = activation above about 23%;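 note: 0% = DMSO and 100% = reference agonist; some compounds past the cut are filed as inactive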
S1P3 antagonist = antagonists of human S1P3 receptor; CHO S1P3 NFAT-BLA reporter, FRET fluorescence, antagonist mode; Q99500; inhibition, % at 4.98 µM; 0.27% of 170,000 active;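 active = inhibition above the plate cutoff, the mean inhibition of test wells on that plate plus 3 SD, cut at about 28% in these data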;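 note: cells challenged with S1P at its EC80 of 0.8 µM; blue over green emission ratio from cleaved BLA substrate after 4 h stimulation; 0% = S1P-stimulated wells and 100% = unstimulated DMSO-only wells; some compounds past the cut are filed as inactive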
STAT3 blocker = STAT3 signaling inhibition | U3A cells, IL-6 STAT3-luciferase reporter, luminescence; host cell line lacks STAT1 | 0.89% of 190,000 active | inhibition, % at 5.5 µM | AID 862;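 active = inhibition above the mean inhibition across all screened compounds plus 3 SD, cut at about 44% in these data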;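 note: 0% = DMSO only wells and 100% = 100 µM nifuroxazide control wells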
TLR4-MyD88 BLA = blocks binding of human TLR4 to MyD88 | 0.18% of 200,000 active | HeLa CL3-4 TLR4/MyD88 BLA complementation, FRET ratio | O00206+Q99836 | inhibition, % at 8.4 µM; in the data active = inhibition above about 25%;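 note: 0% = vehicle and 100% = reference inhibitor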
Target sequence (O00206 whole entry, looked up): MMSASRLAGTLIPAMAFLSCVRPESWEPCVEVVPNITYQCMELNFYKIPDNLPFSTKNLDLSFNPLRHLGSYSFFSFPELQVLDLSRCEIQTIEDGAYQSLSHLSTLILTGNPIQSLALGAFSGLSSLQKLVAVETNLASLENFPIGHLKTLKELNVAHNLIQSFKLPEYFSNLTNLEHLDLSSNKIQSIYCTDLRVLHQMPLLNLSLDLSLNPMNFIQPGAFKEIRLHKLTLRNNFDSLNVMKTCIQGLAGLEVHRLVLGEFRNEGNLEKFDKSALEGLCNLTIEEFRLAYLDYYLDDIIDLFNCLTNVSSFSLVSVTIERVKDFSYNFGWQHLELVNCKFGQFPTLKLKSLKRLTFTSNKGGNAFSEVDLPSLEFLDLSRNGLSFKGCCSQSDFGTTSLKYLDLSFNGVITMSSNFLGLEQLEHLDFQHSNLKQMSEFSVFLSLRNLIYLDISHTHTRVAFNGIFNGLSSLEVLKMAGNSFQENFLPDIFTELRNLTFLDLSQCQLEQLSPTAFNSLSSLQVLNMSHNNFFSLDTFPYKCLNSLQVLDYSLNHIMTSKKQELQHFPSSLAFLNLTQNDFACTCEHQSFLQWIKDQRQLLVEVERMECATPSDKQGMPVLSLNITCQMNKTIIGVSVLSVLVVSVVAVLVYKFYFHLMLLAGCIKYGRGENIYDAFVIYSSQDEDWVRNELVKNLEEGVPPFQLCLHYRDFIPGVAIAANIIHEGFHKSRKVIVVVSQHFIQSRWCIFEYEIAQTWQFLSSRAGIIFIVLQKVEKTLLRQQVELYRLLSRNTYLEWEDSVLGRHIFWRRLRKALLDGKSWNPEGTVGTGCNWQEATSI
Target sequence (Q99836 whole entry, looked up): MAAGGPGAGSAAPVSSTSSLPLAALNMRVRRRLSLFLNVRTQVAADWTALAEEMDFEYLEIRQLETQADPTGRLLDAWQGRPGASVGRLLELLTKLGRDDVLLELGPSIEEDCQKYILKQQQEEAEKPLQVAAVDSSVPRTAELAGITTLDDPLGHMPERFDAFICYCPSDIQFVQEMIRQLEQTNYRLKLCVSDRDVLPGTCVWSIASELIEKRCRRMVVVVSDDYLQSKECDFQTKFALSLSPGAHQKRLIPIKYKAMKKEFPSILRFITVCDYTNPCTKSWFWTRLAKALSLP
RAM inhibit = inhibitors of the yeast RAM network | S. cerevisiae dse1pr::URA3 reporter, 5-FOA growth OD615, 2 d; analog-sensitive cbk1-as2 kinase mutant strain | inhibition, % at 50 µM | 1.8% of 190,000 active;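 active = inhibition above a set limit, 3 SD over mean compound inhibition, cut at about 8.4% in these data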;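 note: 0% = DMSO-only wells with no growth and 100% = 10 µM 1-NA-PP1 full growth; inhibition rescues growth on 5-FOA so higher OD means more RAM inhibition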
ROMK mod = human ROMK K+ channel modulation, primary screen. B-score at 10 µM. Tet-inducible ROMK, thallium flux fluorescence; actives lie on both sides. AID 1918. 2% of 130,000 active;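 active = signal ratio slope over the read window, or its plate-corrected B-score, at least 3 SD from the plate mean, either direction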;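 note: B-score of the F/F0 ratio slope over 7 to 12 s after thallium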
STAT1 inh = reduces IFN-gamma driven STAT1 reporter signal | NIH 3T3 STAT1-luciferase reporter, luminescence | inhibition, % at 5.5 µM | 0.35% of 200,000 active;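 active = inhibition above a set limit, the mean inhibition across all tested compounds plus 3 SD, cut at about 34% in these data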;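 note: 0% = IFN-gamma with DMSO and 100% = IFN-gamma with 300 µM nifuroxazide; values of inactives mirror those of a sister screen read the other way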
The depositor's hits bear a star; x = no result given.

Values run as follows: PPARg SRC1 recr, STAT3 activator, PPARg SRC-2 ag, SRC2 TRFRET art, PPARg SRC3 recr, S1P3 antagonist, STAT3 blocker, TLR4-MyD88 BLA, RAM inhibit, ROMK mod, STAT1 inh
Cc1ccc(NS(=O)(=O)c2cc(C(=O)NCc3ccccn3)ccc2Cl)cc1C
→ -1, 103, 10, 1594, 1, x, 1, 10, -0.1, x, 1
N#Cc1c(NC(=S)NC(=O)c2ccccc2)sc2c1CCCC2
→ -4, 97, -4, 1394, -4, -18, 1, 4, 4.7, -0.1, -13
CCc1ccccc1NC(=O)Nc1cc(F)ccc1F
→ 6, 90, 1, 1462, 2, -11, 13, -1, 2.9, x, 0
CCC(C)c1ccccc1NC(=O)C1CCCO1 (stereo unspecified)
→ 1, 101, -3, 1472, 4, x, 0, -4, 1.1, x, 3
CCn1c(=O)cc(OCC(=O)Nc2ccc3c(c2)OCCO3)c2ccccc21
→ 2, 92, -1, 1615, 4, -13, 14, 0, 7.9, x, 10
O=C(c1ccc2c(c1)OCCO2)N1CCN(c2ccc([N+](=O)[O-])cc2)CC1
→ 1, 101, -6, 1695, -1, -8, 0, 9, -0.2, x, 3
COc1ccc(C(=O)Oc2ccc(C(=S)N3CCOCC3)cc2)cc1
→ -5, 97, -2, 1337, 0, -22, 8, -12, -1.1, -0.43, -7
CCCCc1ccc(/C=C2\C(=O)c3ccccc3C(O)=C2C(=O)OCC)cc1
→ 7, 132, 3, 1585, 19, x, -30, 17, 14*, x, 2
CC(C)NCc1c(O)c(Br)cc2oc3c(c12)CCCC3
→ 10, 100, 5, 1587, 8, x, 6, 4, -0.3, -1.9, 9
Cc1cccc(NC(=O)CSc2nnc(NC(=O)CN3CCOCC3)s2)c1
→ 3, 97, 11, 1683, 4, x, 4, 0, 2.0, 0.28, 2
Cc1cc(NCCCn2ccnc2)n2ncc(-c3ccc(Cl)cc3)c2n1
→ 14, 152*, -2, 1483, 12, x, -61, 0, -0.1, x, -62
COC(=O)Nc1nnc(-c2ccncc2)s1
→ -1, 106, -15, 1480, -6, -8, -4, 7, 1.2, x, -2
CSc1nc(C)cc(C)c1C#N
→ 3, 104, -2, 1472, 1, x, 0, 1, 1.9, x, -4
CC(=O)Nc1ccc2c(c1)nc1n2CCN(C(C)c2ccccc2)C1 (stereo unspecified)
→ 0, 107, -1, 1444, 0, -14, -9, -11, 0.4, 0.26, -1
Cc1ccc(/C=C/C(=O)Nc2cccc(S(=O)(=O)N3CCOCC3)c2)o1
→ 2, 105, -5, 1683, 1, -9, -6, 2, -0.2, x, -4

Values run as follows: PPARg SRC1 recr, STAT3 activator, PPARg SRC-2 ag, SRC2 TRFRET art, PPARg SRC3 recr, S1P3 antagonist, STAT3 blocker, TLR4-MyD88 BLA, RAM inhibit, ROMK mod, STAT1 inh
C=CCOc1nc2c(c(=O)n(Cc3ccc(Cl)c(Cl)c3)c(=O)n2C)n1C
→ -5, 106, -6, 1464, -2, x, -4, 7, x, -2.8, -5
O=C(Nc1cccc(-c2nc3cccnc3s2)c1)c1ccco1
→ 5, 96, 6, 1602, 7, -7, 8, -7, -0.5, -0.011, -14
CCC(C)NC(=O)Cn1nc([N+](=O)[O-])c(Cl)c1C (stereo unspecified)
→ -8, 108, -3, 1541, -9, x, -3, -5, 0.0, x, -4
CCOc1ccccc1C(=O)NN1C(=O)CCC1=O
→ 7, 143*, 8, 1574, 6, 12, -43, -9, 0.4, -0.035, 3
CC(=O)c1cccc(NC(=O)Cn2nc(-c3ccc(Cl)cc3)ccc2=O)c1
→ -4, 102, 4, 1410, -1, -8, 2, 0, 0.2, -0.1, -2
CCCNC(=O)c1n[nH]c(=O)c2ccccc12
→ -4, 95, -14, 1403, -5, -21, 10, 10, 2.6, 0.046, 9
O=S(=O)(N1CCCCC1)N1CCN(c2cc(Cl)ccc2Cl)CC1
→ 0, 100, -5, 1532, -1, -6, 5, -18, 5.3, -0.48, 0
COC(=O)c1[nH]c2ccc(Cl)cc2c1NC(=O)CN1CCc2cc(OC)c(OC)cc2C1
→ -2, 103, 12, 1650, 4, -26, 2, -22, 1.2, x, 18
Cc1ccccc1-n1c(N)c(C(=O)Nc2ccc(F)cc2)sc1=S
→ 0, 87, 2, 1594, 0, -3, 20, -3, 4.2, 0.47, -8
CCn1nnnc1SCC(=O)Nc1nnc(C(C)C)s1
→ 0, 99, 5, 1533, 4, -21, 7, 4, 0.7, x, 0
Cc1ccc(CNC(=O)Cn2cnc3cc([N+](=O)[O-])ccc3c2=O)cc1
→ 5, 110, -4, 1503, -1, 5, -9, 1, 3.4, -0.29, -2
Cn1c(CCNC(=O)c2cccs2)nnc1SCC(=O)Nc1nc(-c2ccccc2)cs1
→ 1, 100, 4, 1660, 0, -2, 6, 2, 3.6, x, -1
Cc1noc(C)c1COC(=O)c1ccc(S(=O)(=O)N2CCCCC2)cc1
→ -1, 99, -2, 1413, 2, -4, 4, -23, 3.2, 0.07, 8
O=C(CCCn1c(SCc2cccc(F)c2)nc2ccccc2c1=O)NCC1CCCO1 (stereo unspecified)
→ 10, 100, 12, 1706, 6, -8, 2, -9, 16*, -2.2, -4
Cc1ccccc1NC(=S)N(Cc1ccccc1)Cc1cccs1
→ 1, 104, -1, 1524, 0, -6, -3, -20, 3.2, -0.0061, 6

Values run as follows: PPARg SRC1 recr, STAT3 activator, PPARg SRC-2 ag, SRC2 TRFRET art, PPARg SRC3 recr, S1P3 antagonist, STAT3 blocker, TLR4-MyD88 BLA, RAM inhibit, ROMK mod, STAT1 inh
Cc1nn(Cc2ccccc2)c2c1C(c1cccnc1)C(C#N)=C(N)O2 (stereo unspecified)
→ 4, 96, 3, 1342, 3, x, 2, -2, 1.6, -0.47, 14
c1ccc(C2CCCN(Cc3nc(CC4CC4)no3)CC2)cc1 (stereo unspecified)
→ 2, 112, 9, 1684, 5, 1, -8, 8, 0.5, -0.5, -5
COc1cc(/C=N\NC(=O)OC(C)(C)C)ccc1OC(=O)c1ccco1
→ 4, 100, -6, 1710, -2, 1, 1, 0, 1.9, 0.025, -10
COc1cccc(OCC(=O)NNC(=O)c2cccs2)c1
→ -5, 99, 16, 1519, 3, x, 7, 0, 0.2, 0.95, -4
COc1ccc(-c2nc3cccc(C)n3c2NCc2ccco2)cc1OC
→ 9, 90, 12, 1699, 1, 8, 16, -3, 0.4, x, 3
N#CC1=C(N)C(C#N)(C#N)[C@H](c2ccsc2)[C@H]2COCC=C12
→ -4, 106, 5, 1542, 21, -2, -3, 9, 3.3, x, -8
Cc1cccc(C)c1OCC(=O)NCC1CCCO1 (stereo unspecified)
→ -6, 111, -7, 1493, -1, 3, -8, 6, -0.6, 0.11, -6
O=C(O/N=C1/CCCc2occc21)c1ccccc1
→ 3, 90, 12, 1374, -3, x, 17, -14, 1.6, x, -2
COc1ccc(NCc2nc3ccccc3n2CCOc2ccccc2)cc1
→ -1, 105, -3, 1665, 4, x, 0, -11, 0.1, x, -17
CCOC(=O)CSc1nnc(CNC(=O)c2ccc(S(=O)(=O)N3CCCC3)cc2)n1C
→ 4, 99, 2, 1505, -9, -12, 6, -6, -0.7, x, -4
COc1cc(C(=O)Nc2ccc3c(c2)OCCO3)c(-n2cnnn2)cc1OC
→ -7, 97, 1, 1557, -7, -36, 7, 4, 0.5, 0.65, -4
Cc1ccc(S(=O)(=O)N(C)C)cc1NC(=O)CSc1nc2ccccc2[nH]1
→ 9, 96, -1, 1551, 1, -2, 3, -8, 0.0, -0.38, -2
COc1ccccc1NC(=O)COc1ccc(C(=O)OCC(=O)N(C(C)C)C(C)C)cc1OC
→ 0, 95, 6, 1618, -5, x, 13, -3, 2.1, -0.38, 4
O=C1c2cccnc2C(O)N1Cc1ccco1 (stereo unspecified)
→ 3, 98, 1, 1462, -9, -7, 6, -7, 0.0, x, 4
C=CCN1C(=O)/C(=C2/Sc3ccc(OC)cc3N2C)SC1=Nc1cccc(O)c1
→ 8, 85, 9, 1672, 6, -24, 22, 17, 5.9, -0.23, -1

Values run as follows: PPARg SRC1 recr, STAT3 activator, PPARg SRC-2 ag, SRC2 TRFRET art, PPARg SRC3 recr, S1P3 antagonist, STAT3 blocker, TLR4-MyD88 BLA, RAM inhibit, ROMK mod, STAT1 inh
O=C(NCc1ccccc1)c1cc(S(=O)(=O)N2CCC3(CC2)OCCO3)ccc1F
→ 12, 87, 10, 1522, 12, -29, 22, 3, 1.7, x, 6
Cc1ccccc1C(=O)NCCSc1ccccc1
→ 3, 108, 2, 1496, 6, x, -3, 0, 1.1, -0.016, -32
CCN(CC)CCN1C(=O)C(=O)/C(=C(/O)c2c(C)[nH]c(C(=O)OC)c2C)C1c1ccccc1OC (stereo unspecified)
→ -3, 103, -8, 1492, 1, -33, 0, -5, 0.1, x, 13
CSc1nnc2c3c4c(sc3c(=O)n(-c3ccccc3)n12)CC(C)(C)OC4
→ 16, 93, 0, 1687, 1, -9, 11, 11, 0.7, 0.16, 1
COC(=O)c1cc(-c2ccccc2)c2c(=O)n(C)c(=O)n(C)c2n1
→ -3, x, 3, 1505, 2, -4, x, 4, 0.4, x, 3
O=C1CC2C(CC(OC(=O)c3ccc(-c4ccccc4)cc3)C2CO)O1 (stereo unspecified)
→ 5, 112, 1, 1749, 6, x, -14, -23, 3.1, -1.8, -27
COc1ccc([N+](=O)[O-])cc1NC(=O)CC1SC(=Nc2cccc(C)c2C)N(/N=C(\C)c2ccc(C)cc2)C1=O (stereo unspecified)
→ 5, 102, 6, 1493, -2, 0, 0, -9, 9.1*, 0.9, 6
CCC(C)NC(=O)c1csc2c1CCCCC2 (stereo unspecified)
→ -1, 99, 7, 1587, 3, x, 6, -2, 2.2, -0.27, -1
CC(=O)NC(C)C(c1cccs1)N1CCN(c2ccccc2)CC1 (stereo unspecified)
→ -5, 100, -13, 1509, -23, 64*, 2, -1, 0.3, x, 5
O=C(c1c(Cl)nc2sccn12)N1CCN(c2cccc(Cl)c2)CC1
→ 7, 100, 4, 1576, 0, x, 3, -6, 0.3, 1, -5

Full records, looked up by structure. Order of screens: PPARg SRC1 recr, STAT3 activator, PPARg SRC-2 ag, SRC2 TRFRET art, PPARg SRC3 recr, S1P3 antagonist, STAT3 blocker, TLR4-MyD88 BLA, RAM inhibit, ROMK mod, STAT1 inh
`COc1ccc([N+](=O)[O-])cc1NC(=O)CC1SC(=Nc2cccc(C)c2C)N(/N=C(\C)c2ccc(C)cc2)C1=O` (stereo unspecified) across the screens: 5, 102, 6, 1493, -2, 0, 0, -9, 9.1*, 0.9, 6
`Cc1ccccc1C(=O)NCCSc1ccccc1` across the screens: 3, 108, 2, 1496, 6, x, -3, 0, 1.1, -0.016, -32

No enrichment for hits; overall some 5.6% were active at least once.
